TbMetRS inhib: T. brucei MetRS inhibitors, primary screen, biochemical, luminescence; 0.4% of 360,000 active; inhibition, % at 11.9 µM; AID 624268, 2012; methionyl-tRNA synthetase (Trypanosoma brucei brucei); purified T. brucei MetRS, ATP depletion, Kinase-Glo luminescence;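 active means inhibition above a per-plate cutoff of the control wells' mean inhibition plus 3 SD, cut at about 5.5% in these data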;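 further: 0% = DMSO wells median and 100% = median of wells with control inhibitor compound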
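Material – parasite MetRS enzyme · Medium – HEPES-MgCl2-KCl buffer plus DTT, spermine, BSA, pyrophosphatase · Reagent – ATP, methionine and E. coli bulk tRNA substrates · Times – 15 min enzyme-compound preincubation, 2 h reaction, 10 min detection, 25 °C · Measured by – luminescence of leftover ATP · Evaluation – percent inhibition relative to median high and low control wells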
MT1-MMP act inh: blockers of MT1-MMP proenzyme processing, primary screen, HT1080 RFP-PRO-GFP cells, GFP/RFP fluorescence. Matrix metalloproteinase-14 (Homo sapiens), P50281. GFP/RFP ratio fluorescence, overnight; percent of plate control window, DMSO zero. GFP/RFP ratio change, % at 20 µM. 0.061% of 360,000 active. AID 651647, 2012;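 active means GFP/RFP ratio change of at least 30% with cell ATP level not reduced by more than half and red fluorescence within 50% of control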; further: strong numbers were not always called active
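Material: RFP-PRO-GFP reporter HT1080 cells. Dosing: single-point 20 µM compound, 1% DMSO. Controls: DMSO and RFP-L50D-GFP cell wells. Timing: cells overnight before dosing, compound overnight, 37 °C, 5% CO2. Measure: GFP/RFP fluorescence ratio.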
E coli Lon inh: inhibitors of E. coli Lon protease, primary screen, biochemical, fluorescence polarization | inhibition, % at 7.94 µM | P0A9M0 | purified E. coli Lon protease | 0.42% of 360,000 active; in the data active means inhibition above about 13%, passing the limit was not always enough;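 further: 0% = enzyme with probe and DMSO and 100% = no enzyme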
MsrA inhibitor: bovine MsrA enzyme inhibitors, primary screen, biochemical, absorbance, HTS. Methionine sulfoxide reductase A (Bos taurus). purified bovine MsrA, absorbance read-out. inhibition, % at 15.5 µM. 0.75% of 360,000 active; in the data active means inhibition above about 4.5%;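 further: 0% = vehicle wells with enzyme and 100% = reference inhibitor wells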
MsrA act: bovine MsrA enzyme activators, primary screen, biochemical, absorbance, HTS. purified bovine MsrA, absorbance read-out. 0.3% of 360,000 active. activation, % at 10.6 µM; in the data active means activation above about 7.5%;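 further: 0% = vehicle and 100% = reference activator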
SKN-1 block: suppressors of acrylamide-induced Pgst-4::GFP reporter in worms, primary screen, SKN-1 inhibitor project, whole organism, uHTS, GFP/RFP fluorescence ratio, strain VP596; C. elegans VP596 Pgst-4::GFP/RFP ratio, 24 h; inhibition, % at 21.8 µM; 0.49% of 360,000 active; AID 624304, 2012;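 active means interference check ratio from 0.5 to 1.5 plus GFP to RFP signal ratio inhibition reaching or exceeding a fixed threshold, cut at about 30% in these data, passing the limit was not always enough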; further: some compounds called inactive have numbers as strong as hits
MLLE-PAM2 inh: inhibitors of PABP1 MLLE–PAM2 peptide binding, primary screen, biochemical, fluorescence polarization, FITC-PAM2, GST-MLLE. 0.36% of 360,000 active. Polyadenylate-binding protein 1 (Homo sapiens), P11940. AID 588489, 2011. inhibition, % at 20 µM; in the data active means inhibition above about 35%, passing the limit was not always enough;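 further: plate controls were DMSO wells with GST-MLLE for no effect and wells lacking GST-MLLE protein for full effect; some results filed as inactive read as strong as hits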
FAS-TE inh: FAS thioesterase domain inhibitors, primary screen, biochemical, fluorescence intensity, uHTS. Fatty acid synthase (Homo sapiens), P49327. recombinant FAS-TE, OMFH fluorogenic substrate, fluorescence endpoint. inhibition, % at 15 µM. 0.67% of 360,000 active. AID 602261, 2012;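 active means compounds whose normalised, plate-corrected inhibition of enzyme fluorescence in the single-dose primary screen is 50% or more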;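 further: 0% = DMSO with enzyme and 100% = substrate without enzyme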
CendR NRP1 mod: modulators of CendR peptide binding to NRP-1, primary screen, biochemical, fluorescence polarization, uHTS. Neuropilin-1 (Homo sapiens), O14786. FAM-RPARPAR peptide binding to NRP-1. inhibition, % at 25 µM. 0.85% of 360,000 active;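 active means inhibition or corrected inhibition above about 18%, plus a signal ratio from 0.5 to 1.5, limit read from the data, passing the limit was not always enough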; further: strong numbers were not always called active
Target sequence (O14786 whole entry, looked up): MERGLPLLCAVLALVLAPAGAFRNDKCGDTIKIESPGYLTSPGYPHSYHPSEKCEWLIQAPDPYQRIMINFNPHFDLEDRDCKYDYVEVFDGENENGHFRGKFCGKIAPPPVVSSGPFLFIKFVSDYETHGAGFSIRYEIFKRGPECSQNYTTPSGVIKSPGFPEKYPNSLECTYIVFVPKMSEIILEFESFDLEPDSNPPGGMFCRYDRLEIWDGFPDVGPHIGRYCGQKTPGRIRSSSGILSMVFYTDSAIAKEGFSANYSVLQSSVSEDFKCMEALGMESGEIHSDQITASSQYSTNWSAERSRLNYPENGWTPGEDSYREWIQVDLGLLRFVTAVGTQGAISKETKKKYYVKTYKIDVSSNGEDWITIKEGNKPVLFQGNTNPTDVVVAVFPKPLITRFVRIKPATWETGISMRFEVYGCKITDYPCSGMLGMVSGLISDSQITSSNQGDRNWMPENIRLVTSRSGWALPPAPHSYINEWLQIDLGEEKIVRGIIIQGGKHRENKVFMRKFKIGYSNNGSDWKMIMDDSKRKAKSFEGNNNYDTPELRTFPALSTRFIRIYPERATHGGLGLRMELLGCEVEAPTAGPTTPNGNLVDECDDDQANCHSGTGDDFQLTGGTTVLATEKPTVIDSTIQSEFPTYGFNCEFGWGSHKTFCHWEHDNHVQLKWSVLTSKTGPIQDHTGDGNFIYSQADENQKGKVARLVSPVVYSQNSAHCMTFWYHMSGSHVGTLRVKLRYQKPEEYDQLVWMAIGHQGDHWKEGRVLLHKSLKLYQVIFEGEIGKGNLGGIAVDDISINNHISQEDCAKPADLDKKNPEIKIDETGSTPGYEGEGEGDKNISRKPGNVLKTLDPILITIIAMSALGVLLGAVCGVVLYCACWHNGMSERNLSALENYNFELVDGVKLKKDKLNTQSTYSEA
Active calls of the source: *; · = no result given; & = joins results of further samples.

cpd	SMILES	TbMetRS inhib	MT1-MMP act inh	E coli Lon inh	MsrA inhibitor	MsrA act	SKN-1 block	MLLE-PAM2 inh	FAS-TE inh	CendR NRP1 mod
1	COc1ccccc1N1CCN(C(CNS(C)(=O)=O)c2cccnc2)CC1 (stereo not given)	1.2	-1	-3	1.2	0	1	-2	-9	-2
2	COc1cc(OC)c(S(=O)(=O)N2CCN(C(=O)c3ccco3)CC2)cc1NC(C)=O	-0.8	0	-10	-0.3	0	24	-10	-5	9
3	CCOC(=O)c1cc(-c2ccccc2)sc1NC(=O)C(C)OC(=O)c1cccnc1OCC (stereo not given)	-0.5	0	0	0.1	3	4	-8	32	-5
4	CCc1ccc(OCC(=O)NN2Cc3ccccc3C2=N)cc1	-0.1	-4	3	-0.3	-3	97	3	-2	-6
5	Oc1ccccc1-c1n[nH]c(=S)n1Cc1ccco1	1.0	-2	-6	-1.6	3	-1	-2	-7	-3
6	CCC1CCCCN1C(=O)COc1ccc(N(C)S(=O)(=O)c2ccc(C)cc2)cc1 (stereo not given)	-0.6	0	-14	0.0	-3	11	1	11	15
7	Cc1oc(CN2CCOCC2)cc1C(=O)O	-0.4	-2	1	0.6	-3	-5	5	-2	8
8	CCOc1ccc(N2C(=O)CC(N3CCN(c4ccc(Cl)cc4)CC3)C2=O)cc1 (stereo not given)	0.1	-2	2	-1.4	-3	7	32	-2	22*
9	O=[N+]([O-])c1ccc(CN2CCN(c3ccccc3Cl)CC2)o1	-0.2	-1	0	-0.2	-3	1	2	10	-3
10	COc1ccc(OC)c(NC(=O)c2nnn(Cc3ccc(Br)cc3F)c2N)c1	-0.2	-2	-1	-0.1	-8	5	2	16	-4
11	COc1ccc(-c2noc(CCC(=O)NC3CCN(Cc4ccccc4)CC3)n2)cc1	-0.3	-1	2	0.7	0	3	-11	-3	6
12	Cc1cc(C(=O)Nc2c(C)nn(Cc3ccc(F)cc3)c2C)on1	-1.0	3	-4	-1.1	-8	-15	5	-7	-2
13	CCOC(=O)N1CCN(C(=O)c2oc3ccc(S(=O)(=O)N4CCOCC4)cc3c2C)CC1	0.3	0	-2	-0.6	-1	-2	6	-3	14
14	Cc1cc(C)n2nc(SCc3cccc(F)c3)nc2n1	-0.7	-2	-3	-0.3	-1	6	-1	-1	0
15	Cc1ccc(N(C(=O)Cn2nnc(-c3ccccc3)n2)C(C(=O)NC2CCCCC2)c2ccccn2)cc1C (stereo not given)	0.5	-3	-12	2.9	-6	5	-6	-5	8
16	CC(=O)Nc1ccc2c(c1)ncn2-c1ccccc1	-0.4	6	-4	-0.7	-3	-10	12	-6	-5
17	O=S(=O)(c1ccc2c(c1)CCCN2)N1CCCC1	-0.3	3	-5	0.7	-3	-4	4	-7	4
18	O=C(C1CC1)N1CCN=C1SCc1cccc(F)c1	-0.3	2	-4	0.1	-1	-2	5	8	-10
19	N#Cc1ccsc1NC(=O)CN1CCN(c2ccccc2)CC1	-0.6	0	5	-0.5	-4	1	0	0	10
20	O=C(CN1CCN(S(=O)(=O)c2ccc(Cl)cc2)CC1)N1CCCC1	-0.3	-4	-1	-1.3	-1	18	-11	-3	1
21	CSCCC(NS(=O)(=O)c1ccc(Cl)cc1)C(=O)OCc1c(Cl)cccc1Cl (stereo not given)	-1.2	-6	4	0.0	-12	9	-4	34	-2
22	O=C(CC1C(=O)NCCN1Cc1ccc(Cl)c(F)c1)NC1CCC1 (stereo not given)	0.1	-2	-9	0.5	-3	1	12	-2	-2
23	CCOC(=O)C1=C(COCCN)NC(C)=C(C(=O)OC)C1c1ccccc1Cl (stereo not given)	-0.3&-0.7&-1.2	-3&1	-10&11&-1	-0.9&1.1&-2.4	0&-2&-11	2&7&-6	-3&-9&-6	-5&-6&-7	-18&-9&-12
24	C=CCn1c(COc2ccc(OC)cc2)nc2ccccc21	-0.8	-3	-1	-0.1	-1	-3	-3	-1	-5
25	COc1cccc(OC)c1C(=O)Nc1ccc2c(c1)Cc1ccccc1-2	-0.4	-3	9	1.4	-1	3	3	11	-2
26	COc1ccc(CCN2C(=O)C3C4CCC(C4=C(C)C)C3C2=O)cc1OC (stereo not given)	-0.6	2	-3	0.4	-3	-2	-7	-6	-11
27	CN(O)/C=c1/ccc2c(n1)C(=O)C=CC=2	-0.6	4	3	2.5	-9	-4	-5	-2	-7
28	CCn1c(-c2cccc(Cl)c2)n[nH]c1=S	-0.1	3	-10	0.9	2	8	-27	-3	3
29	COc1ccc2c(c1)CO[C@@]21O[C@H](CCO)C[C@H](O)[C@H]1O	-0.6	-1	-12	-0.1	-2	13	-3	-5	13
30	COC(=O)c1sccc1NC(=O)Nc1ccc(F)cc1	-1.1	-4	-3	0.1	-4	-1	2	8	13
31	Cc1cc(-n2c(C)cc(C(=O)CSc3ccccn3)c2C)no1	0.2	0	1	1.8	-3	-5	18	-2	18
32	COc1ccc(/C=N/NC(=O)c2nnn(-c3nonc3N)c2-c2cccc(OC)c2)cc1	0.7	-2	8	2.6	-2	18	-5	6	0
33	O=C(c1ccccc1)c1coc2ccc(O)c(CN3CCOCC3)c12	0.1	0	-5	-0.4	-2	13	-8	4	8
34	COc1cc(OC)cc(C(=O)NCC(=O)OCC(=O)Nc2ncc(Cl)cc2Cl)c1	-0.3	1	-9	0.0	-2	12	-7	-1	-23
35	Cc1cccc(-c2nnc(C(C)Nc3cccc(C(=O)NC4CC4)c3)o2)c1 (stereo not given)	0.2	-5	-2	-1.1	0	1	-2	-4	-2
36	CC(C)CNS(=O)(=O)c1ccc(S(=O)(=O)N2CCC(N3CCCCC3)CC2)cc1	-0.7	4	11	0.0	-1	16	-8	-4	12
37	Cn1c(=O)[nH]c2sc3c(c2c1=O)CC(C)(C)OC3	0.0	1	0	-1.0	-5	3	-6	-4	10
38	CCOC(=O)C1C(=O)C=C(/C=C/c2ccc(N(C)C)cc2)CC1c1ccccc1 (stereo not given)	-0.3	0	-164	-1.3	-1	20	-85	-83	59
39	O=c1cc(-c2ccc3c(c2)OCO3)oc2ccccc12	-0.4	-4	0	-0.2	-1	15	8	-3	7
40	Cc1cc(C)cc(C(=O)NCC(=O)N2CCC3(CC2)NCCc2[nH]cnc23)c1	0.2	1	-13	-0.1	-2	5	-13	-4	-10
41	COc1cc2c(c3oc(-c4ccccc4)cc(=O)c13)C=CC(C)(C)O2	-0.6	2	-4	0.1	-2	16	-2	16	5
42	CC(=O)c1cccc(NC(=S)NC(=O)c2ccccc2C)c1	0.2	1	5	0.5	0	4	22	3	-5
43	COCCn1c(SCC(=O)c2[nH]c(C)c(C(C)=O)c2C)nc2ccccc2c1=O	0.1	-2	6	1.1	-6	-16	11	-2	-14
44	CCN(C(=O)c1ccc(C)c(Br)c1)c1ccccc1	0.0	-5	7	-0.4	-3	10	-5	14	5
45	CC(C)N(N=Nc1ccc([N+](=O)[O-])cc1)C(C)C	-0.4	1	2	-0.6	-1	8	-1	26	0
46	COc1cc2ccccc2cc1C(=O)O	-0.4	2	-5	0.3	-3	-19	0	-9	3
47	CC(C)Oc1ccc(NC(N)=O)cc1	-0.6	5	-3	0.3	2	-12	7	-4	10
48	Cc1cc(C(F)F)n2nc(C(=O)Nc3sc4c(c3C(N)=O)CCC4)nc2n1	-0.7	9	-14	1.4	1	6	15	-4	-8
49	Cc1ccc(Nc2nnc(SC(C)C(=O)Nc3c(C)n(C)n(-c4ccccc4)c3=O)s2)cc1 (stereo not given)	-0.8	0	-6	0.2	-4	-5	-85	-8	6
50	CC(=O)Nc1ccccc1C(=O)C(=O)O	-0.1	0	3	1.9	3	-6	8	-7	26*
51	COc1cc(S(=O)(=O)N2CCN(c3ccccn3)CC2)ccc1Br	0.3	0	-17	1.2	-3	-5	4	18	-6
52	COc1ccc(CCN(C(=O)COc2ccccc2)c2nc(-c3ccccc3)cs2)cc1OC	-1.1	5	-2	0.8	-2	-5	0	21	-11
53	CCc1ccccc1NC(=S)N(CCN1CCOCC1)C1CCN(C(C)=O)CC1	-0.8	3	-8	1.3	-4	1	-2	-4	-10
54	CCCCN(CC)Cc1c(C)[nH]c2c(ccc3ccccc32)c1=O	-0.1	1	-1	2.2	-2	12	6	-5	4
55	C/C=C/Cn1c(Br)nc2c1c(=O)[nH]c(=O)n2C	0.4	-4	-6	·	-1	2	1	-4	9
56	Cc1ccc(N2C(=O)Cc3ccccc3C2=O)cc1	-0.2	2	-8	-0.1	-1	17	15	-1	-15
57	CC(=O)Nc1ccc(S(=O)(=O)N2CCC(C(=O)NCCC(=O)NCc3ccncc3)CC2)cc1	-0.5	1	5	0.0	-5	-3	2	-6	5
58	CC(C)COC(=O)C1C2C=CC3(CN(C(C)c4ccc(Br)cc4)C(=O)C13)O2 (stereo not given)	-0.5	3	-3	-1.0	0	6	0	3	27*
59	CCOc1ccc(CCNC(=O)CN2C(=O)c3cccnc3Oc3ccc(Cl)cc32)cc1	-0.4	-6	-9	0.5	-3	8	-15	11	-43
60	O=C(CC1NCCNC1=O)Nc1ccc([N+](=O)[O-])cc1 (stereo not given)	0.1	1	4	3.6	-5	16	3	0	-5

(cont.)
cpd	SMILES	TbMetRS inhib	MT1-MMP act inh	E coli Lon inh	MsrA inhibitor	MsrA act	SKN-1 block	MLLE-PAM2 inh	FAS-TE inh	CendR NRP1 mod
61	OC1CCN(Cc2cn(Cc3ccccc3)nc2-c2cc3ccccc3o2)CC1	-0.1	1	-6	-1.5	-1	11	12	2	1
62	COc1cc(CN2CCC(CO)(CCOc3ccccc3)CC2)cc(OC)c1OC	-0.6	0	-9	-0.9	-3	-9	20	-9	-2
63	CSc1ncc(Cl)c(C(=O)Nc2nnc(SC)s2)n1	-0.3	3	-11	-0.4	-4	10	11	-4	-3
64	CCN(CC)S(=O)(=O)c1ccc(NCCCn2ccnc2)c([N+](=O)[O-])c1	-0.2	-2	-3	0.1	-1	-13	-8	-3	-4
65	COc1ccc(-c2csc(NC(=O)c3cccc(N4C(=O)CCC4=O)c3)n2)cc1OC	-0.5	3	-9	1.1	-2	11	12	-3	-4
66	CC(Sc1nnc(COc2ccc(Cl)cc2)n1Cc1ccco1)C(=O)N1CCNC1=O (stereo not given)	-0.4	3	-9	0.5	-4	9	-117	14	0
67	CCCCNc1c(CCc2ccccc2)nc2nc(C)cc(C)n12	-0.4	-3	-36	0.0	-3	2	·	-14	-51
68	COc1cc(C(CCN2CCCCC2)c2c(OC)cc(OC)c3c(-c4ccccc4)cc(=O)oc23)cc(OC)c1OC (stereo not given)	-0.3	7	-26	1.7	0	-14	-9	1	13
